Assay outcomes from PubChem.
IDH1 R132H inh: inhibitors of human mutant IDH1 R132H | O75874 | IDH1-R132H enzyme, NADPH consumption, diaphorase/resazurin fluorescence | Potency, µM (top dose mostly 76.6 µM), for inactives: at the highest dose activity change, negative = inhibition, usual class: inhibitors | 0.093% of 390,000 active | AID 602179; note: potency is the fitted concentration of half-maximal effect; % is set by controls: 0 for no effect and ±100 for the full control effect; nearly all actives have a fitted effect of over 65% in size
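IDH1-R132H (0.5 ug/mL dispensed) in pH 7.5 Tris buffer was preincubated 30 min with compound, then given a substrate mix of 0.016 mM NADPH and 2 mM alpha-KG for 80 min at room temperature; remaining NADPH was read by diaphorase/resazurin fluorescence.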
Glioma ERSR ind: ER stress response induction in glioma; 0.02% of 420,000 active; U87-MG GRP78 promoter luciferase reporter, 16 h; Potency, µM, for the others: at the highest dose activation, actives largely listed as activators; note: potency is the fitted concentration of half-maximal effect; series mostly up to about 76 µM; % of control where 0% means no effect; nearly all actives have a fitted effect of over 35% in size
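Stably transfected U87-MG human glioma cells carrying a GRP78-based luminescent sensor were seeded at 1000 cells/well, pin-dosed with compounds and incubated 16 h. Luciferase reagent was then added, and end-point luminescence was read after 10 min at room temperature.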
Vif-APOBEC3G blk: inhibitors of Vif-APOBEC3G interaction | Q9HC16 | 0.076% of 410,000 active | AID 602310 | Potency, µM (highest dose often 46.1 µM), for inactives: at the top dose activity, negative = active, hits mostly inhibitors | HeLa A3G-eYFP + Vif (tagged APOBEC3G with the HIV-1 protein that degrades it), YFP fluorescence, overnight;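 note: potency is the fitted concentration of half-maximal effect; % is set by controls: 0 for no effect and ±100 for the full control effect; nearly all actives have a fitted effect of over 60% in size; hits raise eYFP signal because A3G escapes Vif-driven loss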
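HeLa cells stably expressing Vif and C-terminally eYFP-tagged A3G, seeded overnight at 37 deg C, then exposed to compound by pintool overnight at 37 deg C. Rise in yellow fluorescence (Ex 488/Em 500-530, Acumen) marks blocked Vif-driven A3G degradation.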
LDHA inh: inhibitors of human lactate dehydrogenase A; P00338; purified LDHA, NADH/diaphorase-resazurin fluorescence; hits give low values; activity change, % (values are at about 110 or 230 µM); 0.15% of 480,000 active; in the data active = activity change below about -30%; inconclusive = mostly about -25% to -30%;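 note: plate controls were DMSO wells for no effect and wells without enzyme for full effect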
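LDH5 2 nM; NADH 0.06 mM, pyruvate 0.2 mM; 200 mM Tris pH 7.4, EDTA, Tween-20; 5 min RT. Detection: diaphorase 0.133 mg/mL + resazurin 37 µM, fluorescence ex540/em590 at 0 and 20 min; normalized to enzyme-free and DMSO wells.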
TrxR1 substrate: rat thioredoxin reductase 1 substrate activity; purified TrxR1 substrate turnover, NADPH consumption readout; Potency, µM (series often up to 114 µM), inactives show at the top dose activity change, negative = substrate turnover; 0.01% of 390,000 active; AID 588456; note: potency is the fitted concentration of half-maximal effect; % is set by controls: 0 for no effect and ±100 for the full control effect; nearly all actives have a fitted effect of over 50% in size
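Rat TrxR1, dispensed at 90 nM, was prereduced with 400 uM NADPH (final) for 5 min at ~22 deg C, then incubated with compound 15 min before 400 uM selenite. A first-read NADPH fluorescence drop versus no-compound background flagged substrates.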
Vif-A3F inh: inhibitors of Vif-A3F interaction; HeLa A3F-eYFP + Vif (tagged APOBEC3F with the HIV-1 protein that degrades it), YFP fluorescence increase; Potency, µM (series often up to 46.1 µM), for the others: at the highest dose activity, negative = active; 0.2% of 390,000 active; AID 602313; note: potency is the fitted concentration of half-maximal effect; % of control where 0% means no effect; nearly all actives have a fitted effect of over 65% in size
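Fluorescence increase (Ex 488/Em 500-530) after overnight compound treatment at 37 deg C flags inhibition of Vif-driven A3F-eYFP loss in stable HeLa A3F-eYFP/Vif cells seeded overnight beforehand.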
RXFP1 ag: agonists of human relaxin receptor RXFP1 | Potency, µM (highest dose often 57.5 µM), for inactives: at the highest dose activation, hits mostly activators | Q9HBX9 | 0.3% of 370,000 active | HEK293T-RXFP1 cAMP TR-FRET, 30 min; response scale: percent of porcine relaxin response, buffer zero; note: potency is the fitted concentration of half-maximal effect; % is set by controls: 0 for no effect and ±100 for the full control effect; nearly all actives have a fitted effect of over 60% in size; many of its hits are not listed in these tables
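HEK293 cells stably expressing RXFP1, treated 30 min at 37C with compounds plus PDE4 inhibitor Ro 20174; cAMP measured by HTRF TR-FRET. Normalized to buffer and 29 nM porcine relaxin; EC50 by Hill fit.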
USP1-UAF1 inh: inhibitors of human USP1/UAF1 deubiquitinase; 0.23% of 390,000 active; Potency, µM (titrated, usually from 57.1 µM), for the others: at the top dose activity change, negative = inhibition, hits mostly inhibitors; recombinant USP1/UAF1, Ub-Rhodamine cleavage fluorescence; AID 743255; note: potency is the fitted concentration of half-maximal effect; % is set by controls: 0 for no effect and ±100 for the full control effect; nearly all actives have a fitted effect of over 60% in size; inactives centre near -12
Target sequence (O94782 whole entry, looked up): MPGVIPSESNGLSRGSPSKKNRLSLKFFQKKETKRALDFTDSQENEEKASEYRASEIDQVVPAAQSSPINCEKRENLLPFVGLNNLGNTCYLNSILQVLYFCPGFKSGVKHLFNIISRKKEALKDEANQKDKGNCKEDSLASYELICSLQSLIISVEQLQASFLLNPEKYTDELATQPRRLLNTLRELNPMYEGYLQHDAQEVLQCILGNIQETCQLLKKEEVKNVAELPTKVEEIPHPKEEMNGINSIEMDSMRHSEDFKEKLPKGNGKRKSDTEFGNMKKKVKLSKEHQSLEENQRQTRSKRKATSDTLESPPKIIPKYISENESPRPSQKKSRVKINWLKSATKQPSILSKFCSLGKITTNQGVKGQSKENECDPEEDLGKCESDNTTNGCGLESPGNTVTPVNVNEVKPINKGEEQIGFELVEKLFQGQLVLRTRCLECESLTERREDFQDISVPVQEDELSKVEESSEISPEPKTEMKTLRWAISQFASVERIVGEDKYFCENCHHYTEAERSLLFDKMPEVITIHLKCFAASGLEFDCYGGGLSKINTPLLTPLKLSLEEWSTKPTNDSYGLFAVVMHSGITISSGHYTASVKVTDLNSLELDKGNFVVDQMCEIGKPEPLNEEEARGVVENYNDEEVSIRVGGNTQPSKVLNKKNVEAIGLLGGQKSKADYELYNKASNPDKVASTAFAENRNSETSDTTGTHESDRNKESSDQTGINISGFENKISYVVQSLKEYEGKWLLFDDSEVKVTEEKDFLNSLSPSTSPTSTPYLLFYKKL
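Step one: compound is pinned into 1nM USP1/UAF1 in HEPES pH 7.8 buffer with TCEP. Step two: 15 min room-temperature incubation. Step three: Ub-Rho (150nM final) starts cleavage, tracked by fluorescence over six one-minute reads.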
PI4K2A block: blocks human PI4K2A kinase activity; 0.13% of 420,000 active; activity change, negative = inhibition, % at 76.9 µM; purified PI4K2A, ADP-Glo luminescence, 1 h; hits give low values; AID 1346378; in the data active = activity change below about -50%; inconclusive = mostly about -30% to -49%;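 note: -100% = wells without enzyme as full effect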
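Compounds are screened against recombinant PI4K2A using PI as substrate and ATP, the latter dispensed at 300 microM. Reactions run one hour at ambient temperature before ADP-Glo detection; full inhibition defined by wells lacking enzyme.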
An asterisk follows results filed as active; [ ] = dose if it differs, or a comment. Unless noted, calls come from the whole dose curve; as a rule, active = well fitted curve in the direction sought with a large enough effect; inconclusive = small, poorly fitted or top-dose-only effect, or another doubt; inactive = no such curve, though single readings can be large; an effect the other way counts as inactive or inconclusive. This is a subset; the hit share may differ from the screen's.

COc1cccc(C(=O)N2c3ncnn3C3(CCCCC3)[C@@H]3CCCC[C@@H]32)c1 was read as IDH1 R132H inh -1%, Glioma ERSR ind -3%, Vif-APOBEC3G blk 3%, LDHA inh -3, TrxR1 substrate -1%, Vif-A3F inh -7%, RXFP1 ag -4.8%, USP1-UAF1 inh 19% and PI4K2A block -3.
Screening CC1CCC2(CC1)NC(=O)N(CC(=O)c1ccc(CNC(=O)C(C)(C)C)s1)C2=O (configuration not stated) returned IDH1 R132H inh -12%, Glioma ERSR ind 6%, Vif-APOBEC3G blk 2%, LDHA inh -5, TrxR1 substrate 2%, Vif-A3F inh -2%, RXFP1 ag -0.5%, USP1-UAF1 inh -11% and PI4K2A block 4.
`COC(=O)c1c(-c2ccccc2)csc1NC(=O)c1c(-c2ccccc2)noc1C` gave IDH1 R132H inh 0%, Glioma ERSR ind -1%, Vif-APOBEC3G blk 3%, LDHA inh -2, TrxR1 substrate 6%, Vif-A3F inh 6%, RXFP1 ag 3.5%, USP1-UAF1 inh -21% and PI4K2A block 0.
`CCc1ccc(NC(=O)CSc2nc3c(sc4ccccc43)c(=O)n2CCCOC)cc1` gave IDH1 R132H inh 15%, Glioma ERSR ind 0%, Vif-APOBEC3G blk 2%, LDHA inh -9, TrxR1 substrate 3%[57.1 µM], Vif-A3F inh 3%, RXFP1 ag -2.8%, USP1-UAF1 inh -10% and PI4K2A block -1.
Screening O=C1CCc2cc(S(=O)(=O)Nc3cccc(F)c3)cc3c2N1CC3 returned IDH1 R132H inh 2%, Glioma ERSR ind -2%, Vif-APOBEC3G blk 10%, LDHA inh -4, TrxR1 substrate -2%[57.1 µM], Vif-A3F inh 2%, RXFP1 ag 4.3%, USP1-UAF1 inh 3% and PI4K2A block 1.
Cc1ccc2[nH]c3c(=O)n(CC(=O)NC(C)C)ncc3c2c1 was read as IDH1 R132H inh -21%, Glioma ERSR ind -4%, Vif-APOBEC3G blk -4%, LDHA inh -5, TrxR1 substrate -5%, Vif-A3F inh -1%, RXFP1 ag -1.0%, USP1-UAF1 inh -12% and PI4K2A block -8.
`Cc1ccc(S(=O)(=O)/N=C(/Nc2ccc(O)c(C(=O)O)c2)c2ccccc2)cc1` gave IDH1 R132H inh 1%, Glioma ERSR ind -6%, Vif-APOBEC3G blk -1%, LDHA inh 0, TrxR1 substrate 7%, Vif-A3F inh -6%, RXFP1 ag 1.1%, USP1-UAF1 inh -26% and PI4K2A block -4.
Screening CCOc1ccccc1NC(=O)CN(C)S(=O)(=O)c1cnc[nH]1 returned IDH1 R132H inh 11%, Glioma ERSR ind -7%, Vif-APOBEC3G blk -1%, LDHA inh -1, TrxR1 substrate 13%[0.0914 µM], Vif-A3F inh 0%, RXFP1 ag -0.5%, USP1-UAF1 inh -17% and PI4K2A block 1.
Screening CCC(c1nnnn1C(C)(C)CC)N1CCN(c2ccccc2F)CC1 (configuration not stated) returned IDH1 R132H inh 0%, Glioma ERSR ind -2%, Vif-APOBEC3G blk 10%, LDHA inh -3, TrxR1 substrate 0%, Vif-A3F inh -18%, RXFP1 ag 1.1%, USP1-UAF1 inh -23% and PI4K2A block 2.
For COc1ccc(NC(=O)CN(C2CCCCC2)S(C)(=O)=O)cc1OC the results were IDH1 R132H inh -1%, Glioma ERSR ind -4%, Vif-APOBEC3G blk 1%, LDHA inh -3, TrxR1 substrate 6%[11.4 µM], Vif-A3F inh 2%, RXFP1 ag -0.4%, USP1-UAF1 inh -17% and PI4K2A block -1.
For COc1ccc(CN(C)C(=O)c2sccc2-c2ccccc2)c(OC)c1 the results were IDH1 R132H inh -4%, Glioma ERSR ind -3%, Vif-APOBEC3G blk 0%, LDHA inh -13, TrxR1 substrate -7%, Vif-A3F inh -16%, RXFP1 ag -0.1%, USP1-UAF1 inh -19% and PI4K2A block -3.
Screening O=C(O)C1CC(=O)N(c2ccc(OCc3ccccc3)cc2)C1 (configuration not stated) returned IDH1 R132H inh 0%, Glioma ERSR ind -6%, Vif-APOBEC3G blk -1%, LDHA inh -1, TrxR1 substrate 7%, Vif-A3F inh -1%, RXFP1 ag -0.2%, USP1-UAF1 inh -8% and PI4K2A block -1.
For O=C(Cc1ccccc1)Nc1ccc(S(=O)(=O)N2CCCC2)cc1 the results were IDH1 R132H inh -5%, Glioma ERSR ind 2%, Vif-APOBEC3G blk 0%, LDHA inh 1, TrxR1 substrate 1%[57.1 µM], Vif-A3F inh 0%, RXFP1 ag -3.5%, USP1-UAF1 inh 1% and PI4K2A block 1.
`O=C(CNC(=O)c1ccc(Cl)cc1)NNC(=O)c1ccc(Br)cc1` gave IDH1 R132H inh -3%, Glioma ERSR ind -4%, Vif-APOBEC3G blk 0%, LDHA inh -5, TrxR1 substrate 1%, Vif-A3F inh 2%, USP1-UAF1 inh -9% and PI4K2A block -7.
`CN(C)c1ccc(/C=N/NC(=O)C2COc3ccccc3O2)o1` (configuration not stated) gave IDH1 R132H inh 2%, Glioma ERSR ind -2%, Vif-APOBEC3G blk -2%, LDHA inh 19, TrxR1 substrate 6%, Vif-A3F inh 0%, RXFP1 ag 0.3%, USP1-UAF1 inh -18% and PI4K2A block -4.
Screening CCC1(CC)NC(=O)N(CC(=O)N2CCN(S(=O)(=O)c3cccc(F)c3)CC2)C1=O returned IDH1 R132H inh 5%, Glioma ERSR ind -4%, Vif-APOBEC3G blk -6%, LDHA inh -1, TrxR1 substrate -4%, Vif-A3F inh 0%, RXFP1 ag 1.3%, USP1-UAF1 inh -7% and PI4K2A block 0.
For COc1ccccc1CNC(=O)Nc1nc(C(N)C(C)C)cs1 (configuration not stated) the results were Glioma ERSR ind -2%, Vif-APOBEC3G blk -3%, LDHA inh -4 and PI4K2A block -10.
`Cc1ccc(C)n1-c1c(C(=O)NCCCN2CCN(c3ccc(F)cc3)CC2)sc2ncccc12` gave IDH1 R132H inh -15%, Glioma ERSR ind -4%, Vif-APOBEC3G blk 1%, LDHA inh 2, TrxR1 substrate 5%[57.1 µM], Vif-A3F inh 3%, RXFP1 ag 1.8%, USP1-UAF1 inh -8% and PI4K2A block -4.
For C=CCSc1nnc(Cc2c(C)[nH]c3ccccc23)o1 the results were IDH1 R132H inh -2%, Glioma ERSR ind -1%, Vif-APOBEC3G blk -2%, LDHA inh 1, TrxR1 substrate 1%, Vif-A3F inh 3%, RXFP1 ag -1.7%, USP1-UAF1 inh -27% and PI4K2A block -7.
`Cc1oc2cc(O)ccc2c(=O)c1-c1nncn1-c1ccccc1` gave IDH1 R132H inh 9%, Glioma ERSR ind 0%, Vif-APOBEC3G blk 1%, LDHA inh 5, TrxR1 substrate 12%, Vif-A3F inh inconclusive, RXFP1 ag 4.0%, USP1-UAF1 inh -11% and PI4K2A block 0.
Screening Cc1nc(N)ncc1C(=O)Nc1ccccc1 returned IDH1 R132H inh 2%, Glioma ERSR ind -1%, Vif-APOBEC3G blk -10%, LDHA inh -3, TrxR1 substrate 1%, Vif-A3F inh 1%, RXFP1 ag -1.7%, USP1-UAF1 inh -21% and PI4K2A block 5.
O=C1c2ccccc2C(=O)N1CCCCN(C(=O)c1cc2ccccc2oc1=O)c1ccc(F)cc1F was read as IDH1 R132H inh 2%, Glioma ERSR ind -5%, Vif-APOBEC3G blk 5%, LDHA inh -1, TrxR1 substrate -12%[57.1 µM], Vif-A3F inh 20%, RXFP1 ag 4.9%, USP1-UAF1 inh -18% and PI4K2A block 3.
N#CCCN(C(=O)COC(=O)c1ccc2c(=O)n3c(nc2c1)CCC3)c1ccc(F)cc1 was read as IDH1 R132H inh 10%, Glioma ERSR ind -4%, Vif-APOBEC3G blk 2%, LDHA inh -18, TrxR1 substrate 14%[57.1 µM], Vif-A3F inh 1%, RXFP1 ag 2.2%, USP1-UAF1 inh -3% and PI4K2A block -6.
O=C(CCl)NN1C(=O)NC(c2ccccc2)(c2ccccc2)C1=O was read as IDH1 R132H inh -3%, Glioma ERSR ind inconclusive, Vif-APOBEC3G blk -16%, LDHA inh -7, TrxR1 substrate 8%[57.1 µM], Vif-A3F inh -13%, RXFP1 ag -3.1%, USP1-UAF1 inh -22% and PI4K2A block -2.
Screening CC(=O)c1cccc(NC(=O)C(=O)c2cn(CC(=O)N3CCCCC3)c3ccccc23)c1 returned IDH1 R132H inh 1%, Glioma ERSR ind 2%, Vif-APOBEC3G blk -6%, LDHA inh -5, TrxR1 substrate -11%, Vif-A3F inh 6%, RXFP1 ag -0.6%, USP1-UAF1 inh -6% and PI4K2A block -3.
C/C(=N\NC(=O)CC#N)c1ccc(Oc2ccccc2)cc1 was read as IDH1 R132H inh 3%, Glioma ERSR ind 0%, Vif-APOBEC3G blk -9%, LDHA inh -5, TrxR1 substrate -1%, Vif-A3F inh -15%, RXFP1 ag 1.2%, USP1-UAF1 inh -4% and PI4K2A block 1.
For COc1ccc2nc(NC(=O)C(NS(=O)(=O)c3cccs3)C(C)C)sc2c1 (configuration not stated) the results were IDH1 R132H inh 5%, Glioma ERSR ind 2%, Vif-APOBEC3G blk 0%, LDHA inh 5, TrxR1 substrate 10%, Vif-A3F inh -6%, RXFP1 ag -0.9%, USP1-UAF1 inh -16% and PI4K2A block -1.
Screening COc1ccc(N(CC(=O)NCCSCc2ccccc2Cl)S(C)(=O)=O)cc1Cl returned IDH1 R132H inh -3%, Glioma ERSR ind -5%, Vif-APOBEC3G blk 0%, LDHA inh -15, TrxR1 substrate -6%, Vif-A3F inh 5%, RXFP1 ag 0.1%, USP1-UAF1 inh -14% and PI4K2A block 3.
